# HepG2 tox: qHTS for Inhibitors of TGF-b: Cytotox Counterscreen. HepG2 CAGA-GFP viability, ATP luminescence, 18 h. Potency, µM (top dose mostly 46.1 µM), for the others: at the top dose activity change, negative = cytotoxicity, most hits filed as cytotoxic. actives 0.76% (n = 410,000); note: potency is the fitted concentration of half-maximal effect; some results filed as inactive show a strong effect at the top dose
#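 CellTiter-Glo luminescence gave cytotoxicity after 18 hours at 37 degrees C. The cells were HepG2 CAGA-GFP in 1% FBS DMEM, stimulated with 500 pg/mL TGF-beta after compound addition. %Activity was normalised to no-cell wells (complete cell-killing) and DMSO (no toxicity), and curves were fitted and classified.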
# IL1B secr inh: qHTS for Inhibitors of Inflammasome Signaling: IL-1-beta AlphaLISA Primary Screen; THP-1 LPS/ATP IL-1B secretion, AlphaLISA, 16 h; stronger effect = lower value; activity change, % at 57.5 µM; actives 4.7% (n = 360,000); AID 743279, 2014; in the data active = activity change below about -50%; inconclusive = mostly about -30% to -49%; note: % is set by controls: 0 for no effect and ±100 for the full control effect
#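 Secreted IL-1B measured by AlphaLISA bead assay after 16 h compound exposure of THP-1 cells; compounds (final up to 57.5 uM) added 1 h before LPS (250 ng/mL) and ATP (1.25 mM) stimulation; lower signal means less secretion.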
# ATXN2 expr inh: Primary qHTS for Inhibitors of ATXN expression; HEK-293 ATXN2-luciferase reporter, luminescence, 24 h; Potency, µM (top dose mostly 57 µM), inactives show at the highest dose activity change, negative = inhibition, usual class: inhibitors; actives 0.72% (n = 360,000); note: potency is the fitted concentration of half-maximal effect; % is set by controls: 0 for no effect and ±100 for the full control effect; nearly all actives have a fitted effect of over 55% in size
#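 qHTS (up to 57 uM final) was run with 24 h compound exposure of reporter cells at 37 °C. Each well was multiplexed: SteadyGlo luminescence measured ATXN2-luciferase expression after a fluorogenic Gly-Phe-AFC viability readout (25 uM final).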
# A549 tox: Nrf2 qHTS screen for inhibitors: counterscreen for cytotoxicity. A549 ARE-Fluc cells, CellTiter-Fluor viability, 18-24 h. actives 0.16% (n = 390,000). Potency, µM (series often up to 46 µM), for the others: at the highest dose activity change, negative = cytotoxicity, most hits filed as inhibitors; note: potency is the fitted concentration of half-maximal effect; % is set by controls: 0 for no effect and ±100 for the full control effect
#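 A549 ARE_Fluc cells in 5% FBS OPTI-MEM were exposed to compounds in concentration-response for 18-24 h at 37 deg C. Viability was read by CellTiter-Fluor fluorescence (Ex 405/Em 525) after 30 min, before the luciferase read.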
# Nrf2 inh: Nrf2 qHTS screen for inhibitors; A549 ARE-Fluc reporter, luciferase luminescence, 18-24 h; Potency, µM (doses to about 46 µM), without a hit: top-dose activity change, negative = inhibition, usual class: inhibitors; actives 2.1% (n = 360,000); note: potency is the fitted concentration of half-maximal effect; % is set by controls: 0 for no effect and ±100 for the full control effect; nearly all actives have a fitted effect of over 60% in size
#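 Nrf2 activity is the BugLite luminescence, read 15 min after reagent at room temperature, following CellTiter-Fluor cytotoxicity readout (30 min, 37C). Compound titrations were applied for 18-24 h to 5000 A549 ARE_Fluc cells/well in 5% FBS OPTI-MEM.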
# MCF10A rereplic: A quantitative high throughput screen for small molecules that induce DNA re-replication in MCF 10a normal breast cells; MCF 10A DNA re-replication, Hoechst nuclear intensity, 48 h; Potency, µM (highest dose often 46.1 µM), inactives show at the top dose activity, positive = re-replication, most hits filed as activators; actives 2.9% (n = 350,000); note: potency is the fitted concentration of half-maximal effect; % of control where 0% means no effect; nearly all actives have a fitted effect of over 50% in size
# S2 tox: Viability Counterscreen for Primary qHTS for Inhibitors of ATXN expression | S2 cells (HEK-293 line with an ATXN2-luciferase reporter) viability, CellTiter-Fluor protease fluorescence, 24 h | Potency, µM (series often up to 56.7 µM), usual class: cytotoxic | actives 0.49% (n = 400,000) | AID 651635, 2014; note: potency is the fitted concentration of half-maximal effect; nearly all actives have a fitted effect of over 40% in size
# TGFb SMAD3 inh: qHTS for Inhibitors of TGF-b; HepG2 CAGA-GFP TGF-b/SMAD3 reporter, GFP fluorescence, 18 h; TGF-beta stimulated, 500 pg/mL final; Potency, µM (highest dose often 46.1 µM), for the others: at the highest dose activity, negative = inhibition, most hits filed as inhibitors; actives 1.2% (n = 410,000); note: potency is the fitted concentration of half-maximal effect; % is set by controls: 0 for no effect and ±100 for the full control effect; nearly all actives have a fitted effect of over 65% in size
#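 HEPG2 CAGA-GFP, 1000 cells/well; 2 h settle, 37 C; cpd via pin tool; TGF-b 500 pg/mL final; 18 h, 37 C; GFP imaging ex488/em500-530; %Activity normalised to -TGF-b and +DMSO controls; CRC fit, curve class.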
# Nrf2 activator: qHTS of Nrf2 Activators; Potency, µM (highest dose often 46.1 µM), without a hit: at the top dose activation, actives largely listed as activators; AREc32 ARE-luciferase reporter (MCF7-derived line), luminescence, 24 h; actives 0.31% (n = 410,000); AID 624171, 2012; note: potency is the fitted concentration of half-maximal effect; % of control where 0% means no effect; nearly all actives have a fitted effect of over 65% in size
#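 Quantitative high-throughput format: AREc32 reporter cells, 1000 per well, received compound by pin transfer and were incubated 24 hr at 37 deg C, 5% CO2, before Steady-Glo luminescence detection.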
# * = called active by the depositor; i = inactive; ? = inconclusive; . = not tested or not shown; & = joins results of further samples; [ ] = remark or other dose. Unless noted, calls come from the whole dose curve; as a rule, active = well fitted curve in the direction sought with a large enough effect; inconclusive = small, poorly fitted or top-dose-only effect, or another doubt; inactive = no such curve, though single readings can be large; an effect the other way counts as inactive or inconclusive.
1. CCn1nc(C)cc1C(=O)N1CCCC(N2CCN(c3ccccc3OC)CC2)C1 (stereo not given)
2. Cc1cc(C(=O)CN2C(=O)NC3(CCCCC3)C2=O)c(C)n1C
3. CC(=O)Nc1ccc(S(=O)(=O)NNC(=O)CCC(=O)NCc2ccccc2)cc1
4. CC1C2C(c3ccccc3)N(C)C(=O)N(C)C2N(C)C(=O)N1C (stereo not given)
5. Cc1cc(C)cc(NC(=O)Cn2c(C(F)(F)F)nc3ccccc32)c1
6. COc1ccc(C(=O)NNC(=O)c2ccncc2)cc1
7. CC(=O)Nc1ccc(C2(c3ccc(NC(C)=O)cc3)NC(=O)c3ccccc32)cc1
8. O=C(Nc1cc(Cl)ccc1N1CCCCC1)c1cccs1

entry no.	1	2	3	4	5	6	7	8
HepG2 tox	-34%	-28%	7%	3%	-1%	6%	1%	3%
IL1B secr inh	0	0	23	0	.	6	13	22
ATXN2 expr inh	-13%	8%	-5%	4%	2%	-6%	1%	-9%
A549 tox	0%	-2%	1%	11%	1%	-9%	-1%	0%
Nrf2 inh	6%	22%	3%	?	-16%	-5%	-12%	-3%
MCF10A rereplic	2%	-24%	-6%	1%	.	0%	-2%	?
S2 tox	i	i	i	i	i	i	i	i
TGFb SMAD3 inh	15%	-1%	6%	11%	11%	-4%	15%	-10%
Nrf2 activator	2.3%	3.8%	-0.9%	-0.4%	-0.7%	-0.2%	-0.2%	0.6%

# Continued, starting with the last three of the part before.
6. COc1ccc(C(=O)NNC(=O)c2ccncc2)cc1
7. CC(=O)Nc1ccc(C2(c3ccc(NC(C)=O)cc3)NC(=O)c3ccccc32)cc1
8. O=C(Nc1cc(Cl)ccc1N1CCCCC1)c1cccs1
9. O=C(Nc1cc(S(=O)(=O)N2CCOCC2)ccc1N1CCCC1)C1COc2ccccc2O1 (stereo not given)
10. Cc1cccc(C)c1-n1nnnc1C(c1ccnc2ccccc12)N1CCN(CCN(C)C)CC1 (stereo not given)
11. Cc1ccc2c(c1)CCO[C@@]21O[C@H](CCO)C[C@H](O)[C@H]1O
12. COC(=O)COc1ccc2c(=O)c(Oc3ccccc3)c(C)oc2c1
13. CCOc1nc(NC(C)C)nc(NC(C)C)n1
14. COc1ccc(-c2cc(C(F)(F)F)nc(SCc3cccc(C(=O)O)c3)n2)cc1
15. CCc1noc(C)c1C(=O)Nc1sc(C(=O)N(C)C)c(C)c1C#N
16. Nc1ccc(CC(N)c2csc(Nc3cc(Oc4ccccc4)ncn3)n2)cc1 (stereo not given)

entry no.	6	7	8	9	10	11	12	13	14	15	16
HepG2 tox	6%	1%	3%	-12%	.	0%	1%	-3%	-13%	1%	-27%
IL1B secr inh	6	13	22	-19	3	28	52	28	-1	-8	-85*
ATXN2 expr inh	-6%	1%	-9%	-16%	8%	4%	1%	18%	-6%	-4%	-7%
A549 tox	-9%	-1%	0%	-4%	.	.	1%	-3%	-3%	-1%	.
Nrf2 inh	-5%	-12%	-3%	1%	.	.	8%	6%	-17%	-3%	.
MCF10A rereplic	0%	-2%	?	3%	.	.	1%	11%	17%	-2%	.
S2 tox	i	i	i	?	i	i	i	i	i	i	i
TGFb SMAD3 inh	-4%	15%	-10%	3%	.	1%	-30%	?	27%	-7%	?
Nrf2 activator	-0.2%	-0.2%	0.6%	0.3%	4.4%	-0.2%	-0.1%	0.3%	-0.4%	-0.1%	7.0%

17. Cc1cc(S(=O)(=O)NCc2ccco2)c(C)cc1Cl
18. Cc1ccn2cc(CCNC(=O)C3CC=CCC3C(=O)O)nc2c1 (stereo not given)
19. CCc1ccc(C2=NNC(=Nc3c(C)n(C)n(-c4ccccc4)c3=O)SC2)cc1
20. COc1ccc(C)cc1NS(=O)(=O)c1cn(C)c(=O)n(C)c1=O
21. CCOC(=O)c1cnn(-c2cc(C)nc3c(-c4ccccc4)c(C)nn23)c1N
22. COc1ccc(CNC(=O)C(=O)NC2CCC(C)CC2)cc1 (stereo not given)
23. N/C(=N\OC(=O)CCCC(=O)O)c1ncc(C(F)(F)F)cc1Cl
24. CCCCOc1ccccc1NC(=O)CSc1nnnn1C(C)(C)C

entry no.	17	18	19	20	21	22	23	24
HepG2 tox	7%	4%	0%	0%	2%	-7%	4%	4%
IL1B secr inh	1	-4	16	16	17	4	-4	-11
ATXN2 expr inh	-4%	6%	-10%	-6%	7%	-10%	3%	4%
A549 tox	5%	0%	-6%	-11%	0%	-6%	-2%	-3%
Nrf2 inh	-5%	?	10%	15%	?	-6%	2%	-2%
MCF10A rereplic	?	4%	-7%[9.22 µM]	-1%	-4%	?	-13%	8%
S2 tox	i	i	i	i	i	i	i	i
TGFb SMAD3 inh	2%	16%	0%	6%	0%	-3%	8%	-10%
Nrf2 activator	3.4%	1.3%	0.7%	-0.5%	0.2%	0.2%	-0.1%	-0.1%

25. CC(=O)C1=C(O)C(=O)N(Cc2ccccc2)C1c1cccc([N+](=O)[O-])c1 (stereo not given)
26. CCCC(=O)Nc1ccc(N2CCN(C(=O)c3cccs3)CC2)cc1
27. CCC1CN(C)C2Cc3c([nH]c4ccccc34)C(=O)CC1C2C(=O)OC (stereo not given)
28. COc1ccc(S(=O)(=O)Nc2nc3c(s2)CCCC3)cc1
29. COC(=O)CCCNC(=O)c1ccc2oc(CCCc3ccccc3)nc2c1
30. COc1ccc(C2C(C#N)=C(N)Oc3c2oc(CO)cc3=O)c(OC)c1OC (stereo not given)
31. NCCc1nnc(SCC(=O)Nc2ccc(Br)cc2)o1
32. CC(C)c1ccc(C(C)NCCS(=O)(=O)c2ccc(Cl)cc2)cc1 (stereo not given)

entry no.	25	26	27	28	29	30	31	32
HepG2 tox	13%	4%	-27%	-9%	-4%	-8%	-12%	-31%
IL1B secr inh	0	-10	7	-26	28	-1	-10	-77*
ATXN2 expr inh	-2%	3%	4%	9%	11%	4%	-5%	-37%
A549 tox	3%	1%	0%	-10%	-4%	?	0%	3%
Nrf2 inh	14%	-8%	8%	?	?	?	12%	-26%
MCF10A rereplic	3%	0%	14%	-21%	6%	2%	0%	?
S2 tox	i	i	i	i	?	i	i	i
TGFb SMAD3 inh	5%	14%	5%	-8%	6%	19%	-13%	?
Nrf2 activator	-0.5%	0.1%	-0.1%	-0.2%[9.22 µM]	4.3%	-0.7%	-0.2%	9.5%

33. COc1cc(NC(=O)c2cccc([N+](=O)[O-])c2C)ccc1NC(=O)c1ccco1
34. CC1(c2ccc(OCC#N)cc2)C=C(c2ccc(OCC#N)cc2)n2nc(C(F)(F)F)nc2N1 (stereo not given)
35. COC(=O)CSc1nc(C)cc(N2CCOCC2)n1
36. O=S(=O)(Nc1cccc2ccccc12)c1ccccc1
37. Cc1ccc(S(=O)(=O)N2CCCCC2)cc1C(=O)NCC1CCCO1 (stereo not given)
38. CNC(=S)N1N=C(c2ccc(Br)cc2)CC1c1ccc(N(C)C)cc1 (stereo not given)
39. Cc1c(NS(=O)(=O)c2cc(C(=O)OCC(=O)N3CCC(C)CC3)ccc2Cl)c(=O)n(-c2ccccc2)n1C
40. CN1c2ccsc2C(O)=C(C(=S)Nc2ccc(F)c(Cl)c2)S1(=O)=O

entry no.	33	34	35	36	37	38	39	40
HepG2 tox	17%	2%	0%	-2%&2%	-18%	-12%	1%	-27%
IL1B secr inh	-23	-86*	44	-10	0	-25	11	23
ATXN2 expr inh	2%	?	12%	8%	-9%	6%	2%	3%
A549 tox	-8%	?	0%	-6%&1%	-6%	3%	-13%	-20%
Nrf2 inh	-6%	23µM*	12%	16%&10%	-3%	-10%	20%	?
MCF10A rereplic	-14%	18µM*	0%	?	1%	26%	-24%	?
S2 tox	?	i	i	i	i	i	?	i
TGFb SMAD3 inh	0%	?	12%	8%&10%	-29%	0%	-4%	4%
Nrf2 activator	2.8%	11%	-1.1%	8.8%	1.8%	0.1%	2.2%	6.8%

# Looked up by structure from the list above (2):
39. Cc1c(NS(=O)(=O)c2cc(C(=O)OCC(=O)N3CCC(C)CC3)ccc2Cl)c(=O)n(-c2ccccc2)n1C
37. Cc1ccc(S(=O)(=O)N2CCCCC2)cc1C(=O)NCC1CCCO1 (stereo not given)

entry no.	39	37
HepG2 tox	1%	-18%
IL1B secr inh	11	0
ATXN2 expr inh	2%	-9%
A549 tox	-13%	-6%
Nrf2 inh	20%	-3%
MCF10A rereplic	-24%	1%
S2 tox	?	i
TGFb SMAD3 inh	-4%	-29%
Nrf2 activator	2.2%	1.8%

# More results
41. COCCCn1c(=N)c(C(=O)NCc2ccc3c(c2)OCO3)cc2c(=O)n3cccc(C)c3nc21
42. O=C(O)c1cccc(-n2cccc2/C=C2\NC(=O)N(Cc3ccc(F)cc3)C2=O)c1
43. COc1ccc(Nc2cc(C)nc3ccc(OC)cc23)cc1
44. Cn1cc(Cl)c(C(=O)OCC(=O)Nc2cccc(Cl)c2)n1
45. Cc1ccc(C)c(NC(=O)c2ccc3nccnc3c2)c1
46. COc1cc(OC)c2c(-c3ccccc3)cc(=O)oc2c1
47. COc1ccc(NC(=O)CSc2nnc(C3CC3)n2C)cc1S(=O)(=O)N1CCOCC1

entry no.	41	42	43	44	45	46	47
HepG2 tox	-3%	-5%	-28%	4%	-7%	-8%	-3%
IL1B secr inh	0	0	-101*	-7	-9	21	26
ATXN2 expr inh	-11%	-10%	?	8%	25%	-5%	9%
A549 tox	9%	-7%	-27%	-8%	2%	9%	4%
Nrf2 inh	1%	0%	-45%	-26%	9%	7%	7%
MCF10A rereplic	11%	?	23%	3%	5%	-3%	12%
S2 tox	i	i	i	i	?	i	i
TGFb SMAD3 inh	2%	-6%	-29%	2%	15%	-1%	-1%
Nrf2 activator	-0.4%	2.3%	3.7%	0.0%	-0.3%	0.5%	-1.0%

# From PubChem
